BLM helicase inh: inhibitors of human Bloom syndrome helicase BLM; P54132; recombinant BLM DNA unwinding, fluorescence dequenching; Potency, µM (series often up to 56.1 µM), for the others: top-dose activity change, negative = inhibition, most hits filed as inhibitors; hit rate 0.2% among 350,000; AID 2528;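 also: plate controls were vehicle for no effect and no enzyme for full effect; nearly all actives have a fitted effect of over 35% in size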
Tb PGK inh: inhibitors of T. brucei phosphoglycerate kinase. P07378. PGK/GAPDH coupled, Kinase-Glo luminescence, 60 min. Potency, µM (top dose mostly 57.5 µM), for inactives: at the top dose activity change, negative = inhibition, usual class: inhibitors. hit rate 0.043% among 380,000. AID 602233; also: % is scaled to controls: 0 for no effect and ±100 for the full control effect; nearly all actives have a fitted effect of over 60% in size
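Recombinant glycosomal PGK reaction used 1,3-bisphosphoglycerate generated in-well by GAPDH (100nM final) in 100mM TEA pH 7.6, 5mM MgCl2, 0.01% Tween-20. After 60 minutes at room temperature, ATP was read by Kinase-Glo Plus luminescence end-point.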
JMJD2A Tudor: blocks the human JMJD2A Tudor domain; O75164; AlphaScreen JMJD2A-Tudor / H3K4me3 peptide binding; Potency, µM (titrated, usually from 114 µM), inactives show at the highest dose activity change, negative = inhibition, usual class: inhibitors; hit rate 4.4% among 390,000; AID 504339; also: % is scaled to controls: 0 for no effect and ±100 for the full control effect; nearly all actives have a fitted effect of over 50% in size
G9a block: G9a (human) methyltransferase inhibition | Q96KQ7 | G9a H3K9 monomethylation, AlphaScreen, 2 h | Potency, µM (titrated, usually from 102 µM), for the others: at the highest dose activity, negative = inhibition, most hits filed as inhibitors | hit rate 8.8% among 350,000; also: % is scaled to controls: 0 for no effect and ±100 for the full control effect; nearly all actives have a fitted effect of over 75% in size
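Chemiluminescent proximity detection of H3K9 monomethylation, read after 10 min bead incubation in the dark. Reaction: 20 nM G9a, 500 nM biotin-H3K9 peptide, 20 uM SAM cofactor, 2 h, room temperature, following 15 min enzyme-compound preincubation.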
GLS inhibitor: glutaminase GLS (human) inhibition. hit rate 0.21% among 410,000. Potency, µM (titrated, usually from 45.5 µM), for inactives: top-dose activity change, negative = inhibition, usual class: inhibitors. AID 624170. O94925. GLS enzymatic activity, qHTS titration; also: % is scaled to controls: 0 for no effect and ±100 for the full control effect
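Compounds were pin-transferred onto hKGA, after which L-glutamine (1 mM solution) and a detection mix of glutamate oxidase, HRP and Amplex Red were added. Initial and 30 min RT fluorescence reads were collected.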
Pin1 inhibitor: inhibitors of human Pin1; AID 504891; Pin1 FP peptide displacement, HiFluor488, 10 min; Potency, µM (titrated, usually from 115 µM), for the others: top-dose activity, negative = inhibition, usual class: inhibitors; hit rate 0.009% among 390,000; active = well fitted inhibition curve with a large enough effect in the polarisation, with a control signal flat, not every such curve was filed as active; inconclusive = small, poorly fitted or top-dose-only effect, or effect the other way, or a change in a side signal; inactive = no such curve, though single readings can be large or run the other way; the % refers to the polarisation; also: % is scaled to controls: 0 for no effect and ±100 for the full control effect
Target sequence (Q13526 whole entry, looked up): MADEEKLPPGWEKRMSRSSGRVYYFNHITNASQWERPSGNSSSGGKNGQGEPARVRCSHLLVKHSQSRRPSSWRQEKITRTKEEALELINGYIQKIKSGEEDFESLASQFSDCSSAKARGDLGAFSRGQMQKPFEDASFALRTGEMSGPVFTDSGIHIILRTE
BAZ2B block: BAZ2B (human) inhibition; AlphaScreen BAZ2B-H3K14Ac peptide displacement; Potency, µM (doses to about 114 µM), inactives show at the top dose activity change, negative = inhibition, usual class: inhibitors; hit rate 4.4% among 360,000; also: % is scaled to controls: 0 for no effect and ±100 for the full control effect; nearly all actives have a fitted effect of over 60% in size
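In this displacement format the biotinylated H3(5-23) peptide acetylated at Lys14 serves as ligand at 50 nM, with BAZ2B at 50 nM in PBS pH 7.4 containing 0.01% Tween-20. Donor and acceptor beads are 10 ug/mL final.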
HP1b chromo inh: HP1-beta chromodomain-methylated histone interaction inhibition | Potency, µM (top dose mostly 114 µM), for the others: at the highest dose activity change, negative = inhibition, actives largely listed as inhibitors | hit rate 0.56% among 390,000 | AlphaScreen HP1-beta / biotin-H3K9me3 peptide binding | AID 540317; also: nearly all actives have a fitted effect of over 70% in size; inactives centre near 23
Target sequence (P83916 whole entry, looked up): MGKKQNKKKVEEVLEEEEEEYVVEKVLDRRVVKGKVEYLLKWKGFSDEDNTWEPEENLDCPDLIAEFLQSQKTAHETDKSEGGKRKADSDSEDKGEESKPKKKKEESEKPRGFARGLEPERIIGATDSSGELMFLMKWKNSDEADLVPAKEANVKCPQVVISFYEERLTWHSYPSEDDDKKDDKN
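AlphaScreen: HP1-beta (50 nM) preformed 30 min with biotin-H3(1-18)K9me3 peptide (50 nM) in PBS pH 7.4, 0.01% Tween-20. Compound added for 30 min at RT, then streptavidin donor/nickel chelate acceptor beads (10 ug/mL) for 30 min.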
Pol iota inh: DNA polymerase iota (human) inhibition; Pol iota fluorescent replication assay, 10 min; Q9UNA4; AID 588590; hit rate 1% among 390,000; Potency, µM (doses to about 115 µM), for the others: at the top dose activity, negative = inhibition, actives largely listed as inhibitors
Target sequence (Q9UNA4 whole entry, looked up): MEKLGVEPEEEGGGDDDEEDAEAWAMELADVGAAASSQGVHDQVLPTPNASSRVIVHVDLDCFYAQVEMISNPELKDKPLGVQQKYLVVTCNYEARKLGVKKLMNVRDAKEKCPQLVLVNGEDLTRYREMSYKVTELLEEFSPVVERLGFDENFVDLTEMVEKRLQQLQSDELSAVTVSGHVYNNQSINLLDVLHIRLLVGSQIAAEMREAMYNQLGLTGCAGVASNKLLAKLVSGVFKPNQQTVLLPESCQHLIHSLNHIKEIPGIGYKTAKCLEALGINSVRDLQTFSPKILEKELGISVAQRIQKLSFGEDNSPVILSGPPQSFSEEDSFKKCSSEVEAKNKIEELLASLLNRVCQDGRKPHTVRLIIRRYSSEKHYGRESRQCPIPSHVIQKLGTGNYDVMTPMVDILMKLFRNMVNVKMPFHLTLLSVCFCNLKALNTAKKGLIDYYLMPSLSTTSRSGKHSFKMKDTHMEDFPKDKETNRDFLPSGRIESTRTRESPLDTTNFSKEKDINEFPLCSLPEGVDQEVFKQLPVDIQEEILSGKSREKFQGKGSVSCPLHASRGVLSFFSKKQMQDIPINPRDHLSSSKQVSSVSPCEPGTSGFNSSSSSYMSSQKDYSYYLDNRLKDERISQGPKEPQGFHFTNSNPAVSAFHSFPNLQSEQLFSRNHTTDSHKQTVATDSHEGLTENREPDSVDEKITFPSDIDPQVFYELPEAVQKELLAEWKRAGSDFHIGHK
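Pol iota at 10 nM preincubated 15 min with compounds at room temperature; reaction started with fluorescent substrate, 50 nM final. Fluorescence read kinetically at 0 and 10 min; buffer-only wells as negative control.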
* marks the source's active call; other numbers are inactive results; i = inactive; ? = inconclusive; nt = no result given; [ ] = remark or other dose. Unless noted, calls follow the shape of the dose curve; as a rule, active = well fitted curve in the direction sought with a large enough effect; inconclusive = small, poorly fitted or top-dose-only effect, or another doubt; inactive = no such curve, though single readings can be large; an effect the other way counts as inactive or inconclusive. Potency is read from the fitted curve at half-maximal effect.

No.	BLM helicase inh	Tb PGK inh	JMJD2A Tudor	G9a block	GLS inhibitor	Pin1 inhibitor	compound	BAZ2B block	HP1b chromo inh	Pol iota inh
1	-3%	i	-19%	nt	8%	2%	CC1CC(C)CN(C(=O)Nc2ccc(Br)cc2)C1 (configuration not stated)	-4%	-4%	13%
2	-11%	-4%	7%	12%	0%	7%	Cc1onc(-c2ccccc2)c1CNC(=O)Nc1ccc(C(F)(F)F)cc1	7%	33%	58%[activator]
3	-1%	3%	-10%	-7%[59 µM]	0%	0%	O=C(Cc1cc(=O)[nH]c(=O)[nH]1)N1CCN(C(=O)c2ccco2)CC1	2%	37%	12%
4	2%	-9%	-33%	5%	0%	0%	CC(=O)N1c2ccc(S(=O)(=O)N3CCCC3)cc2CC1C(=O)NCc1ccc(OC(C)C)cc1 (configuration not stated)	-2%	19%	39%
5	3%	8%	0%	4%[59 µM]	1%	0%	Cc1cc(C)cc(NC(=S)N2CCN(c3ccc(F)cc3)CC2)c1	3%	29%	26%
6	nt	-8%	-25%	2%[0.501 µM]	1%	-12%	Clc1cccc(-c2nc(-c3ccc(-c4nn[nH]n4)cc3)no2)c1	-7%	24%	7%
7	-2%	2%	-20%	-13%	2%	0%	O=C(COc1ccccc1)Nc1nc2c(s1)CCCC2	-37%	11%	?
8	36%[activator]	-5%	-6%	-2%[0.501 µM]	14%	2%	CCOC(=O)c1cnc2c(C)c(Cl)ccc2c1NCCCN1CCOCC1	12%	36%	13%
9	13%	1%	18µM*	?	11%	5%	COc1ccc2c(c1)[N+](C)(C)C(C)(C)C=C2C	-22%	?	23%
10	0%	i	-31%	5%[59 µM]	1%	-3%	CCN1C(=O)S/C(=C/c2cn(C)c3ccccc23)C1=O	-37%	25%	5%

Quoted from the listing.
Result of entry 5 under JMJD2A Tudor: 0%
Result of entry 9 under Tb PGK inh: 1%
Result of entry 4 under G9a block: 5%
Result of entry 2 under GLS inhibitor: 0%
Result of entry 7 under BAZ2B block: -37%

Returning to the listing, starting 4 compounds before the break.
No.	BLM helicase inh	Tb PGK inh	JMJD2A Tudor	G9a block	GLS inhibitor	Pin1 inhibitor	compound	BAZ2B block	HP1b chromo inh	Pol iota inh
7	-2%	2%	-20%	-13%	2%	0%	O=C(COc1ccccc1)Nc1nc2c(s1)CCCC2	-37%	11%	?
8	36%[activator]	-5%	-6%	-2%[0.501 µM]	14%	2%	CCOC(=O)c1cnc2c(C)c(Cl)ccc2c1NCCCN1CCOCC1	12%	36%	13%
9	13%	1%	18µM*	?	11%	5%	COc1ccc2c(c1)[N+](C)(C)C(C)(C)C=C2C	-22%	?	23%
10	0%	i	-31%	5%[59 µM]	1%	-3%	CCN1C(=O)S/C(=C/c2cn(C)c3ccccc23)C1=O	-37%	25%	5%
11	2%	1%	-18%	?	7%	1%	COc1cccc(-n2ccnc2SCC(=O)N2CCCc3ccccc32)c1	?	-18%	6%
12	-6%	6%	-19%	12%[0.0925 µM]	3%	1%	Cc1occc1C(=O)N(C)CC1CCCN(CCc2ccccc2F)C1 (configuration not stated)	-21%	6%	-9%
13	1%	2%	0%	14%[59 µM]	3%	-5%	Cc1ccc(C(=O)NN2C(=O)C3C4c5ccccc5C(c5ccccc54)[C@@H]3C2=O)cc1 (some centres not stated)	-5%	12%	-1%
14	-1%	-9%	-3%	-14%[59 µM]	-3%	-3%	CCOC(=O)c1cc(CC)sc1NC(=O)CSc1nc2ccccc2c(=O)n1Cc1ccco1	-1%	31%	16%
15	0%	-5%	-14%	-6%	0%	-4%	CC1CC(C)CN(C(=O)CSc2nc(N)cc(=O)[nH]2)C1 (configuration not stated)	-2%	-5%	?
16	-6%	-9%	-14%	17%	-6%	-5%	Cn1c(CCN2CCCCC2)nc2cc(NC(=O)Nc3ccccc3)ccc21	3%	28%	40%[activator]
17	-14%	5%	-14%	-2%	30%	?	COc1cc(/C=C2/NC(=O)N(c3cccc(Cl)c3)C2=O)ccc1O	-22%	41%[activator]	?
18	-4%	i	-8%	1%[59 µM]	-12%	7%	Cc1c(C(=O)N(C)C)sc2c1c(=O)n(-c1ccc(Cl)c(Cl)c1)c(=O)n2CC(=O)Nc1cccc(C(F)(F)F)c1	2%	26%	29%
19	-5%	2%	-30%	2%	-4%	-9%	Cc1cc(C)c(-n2c(SCc3nc4ccccc4s3)n[nH]c2=O)c(C)c1	1%	-5%	120%[activator]
20	-5%	-5%	?	2%[59 µM]	3%	0%	Cc1ccc(C)c(CN2C(=O)CSc3ccc(C(=O)NCCc4ccc(Cl)cc4)cc32)c1	-1%	3%	12%
21	1%	4%	-5%	5%[12.7 µM]	15%	-4%	O=S(=O)(Nc1ccc(S(=O)(=O)N2CCCCC2)cc1)c1cccs1	-27%	nt	-2%
22	-5%	9%	3%	?	14%	1%	CCOC(=O)CSC1=C(C#N)C(c2ccc(C)cc2)C(C(=O)OC)C(=O)N1 (configuration not stated)	-10%	64%[activator]	9%
23	-7%	-4%	-35%	?	22%	7%	COc1ccc(N2CCN(C(=O)Cc3ccc(Br)cc3)CC2)cc1	?	-19%	13%
24	-2%	-6%	?	0%	?	-6%	COC(=O)c1c(C(=O)OC)c(-c2ccc(Cl)cc2)n2c1CS(=O)(=O)C2	-11%	0%	26%
25	nt	-3%	-27%	0%[12.7 µM]	2%	?	CC1(c2cccc(Br)c2)NC(=O)N(CC(=O)Nc2ccc3c(c2)OCO3)C1=O (configuration not stated)	-24%	1%	-8%
26	nt	-7%	-15%	-41%	1%	11%	Cc1nn(-c2ccccc2)c(C)c1NC(=O)COC(=O)c1cc(Cl)ccc1O	-1%	99%[activator]	9%
27	1%	-4%	-13%	-18%[12.7 µM]	1%	0%	CCOC(=O)C1CCCN(C(=O)c2ccccc2SCCOC)C1 (configuration not stated)	-13%	38%	14%
28	4%	-1%	-22%	nt	8%	1%	COc1ccc(CC(=O)NCC2CCCN(Cc3cc(OC)cc(OC)c3)C2)cc1 (configuration not stated)	10%	19%	-1%
29	-3%	-7%	-24%	-5%[59 µM]	-3%	24%	Cc1ccnc(NC(=O)CSc2cc(=O)n(C)c3ccccc23)c1	-2%	21%	?
30	0%	-9%	15%	10%	-15%	1%	CCC(O)C1CCN(C(=O)c2cc(COc3ccc(F)cc3F)on2)CC1 (configuration not stated)	-12%	25%	27%
31	0%	-5%	-20%	-28%[59 µM]	7%	?	Cn1ccnc1Sc1nc2ccccc2nc1NS(=O)(=O)c1ccccc1	?	27%	?
32	-2%	-15%	-23%	-12%	14%	-1%	CCCCc1ccc(NC(=S)N2CCN(C)CC2)cc1	?	42%[activator]	27%
33	-11%	-5%	-15%	?	-6%	-2%	COc1ccc([N+](=O)[O-])cc1NC(=O)C(C)c1ccccc1 (configuration not stated)	-34%	28%	9%
34	-7%	6%	-35%	10%	13%	-6%	CCN(CC)S(=O)(=O)c1ccc(C(=O)C(C#N)c2ccccn2)cc1 (configuration not stated)	?	35%	18%
35	1%	-7%	-12%	?	-10%	-7%	Cn1c(=NC(=O)C2CC2)sc2cc(F)cc(F)c21	1%	23%	3%
36	0%	-6%	-12%	12%[59 µM]	0%	-1%	CCOCCCNC(=O)C(c1ccccc1)N(Cc1ccc2c(c1)OCO2)C(=O)c1ccc(NC(C)=O)cc1 (configuration not stated)	-2%	16%	-4%
37	nt	-1%	-30%	nt	8%	-12%	Cc1noc(NS(=O)(=O)c2ccc(NC(=O)c3cc(S(=O)(=O)N(C)c4ccccc4)ccc3Cl)cc2)c1C	nt	5%	-14%
38	2%	-3%	-5%[11.4 µM]	?	21%	3%	CCCCNc1nc2ccccc2n1CC(=O)Nc1ccc2c(c1)OCCO2	-16%	47%[activator]	-12%
39	-2%	7%	5%	21%	-12%	-3%	Cc1cc(C)nc(N2CCC(C(=O)Nc3nnc(C)s3)CC2)n1	-4%	31%[activator]	28%
40	-4%	0%	-16%	0%	-2%	-4%	COc1ccc(C)cc1NC(=O)CCNC(=O)Cn1cnc2ccccc2c1=O	0%	30%	59%[activator]
41	1%	-6%	?	?	3%	-3%	c1ccc(-c2n[nH]c(-c3ccccn3)n2)cc1	8.9µM*	37%	-4%
42	0%	-4%	-15%	24%	5%	-8%	COCCNC(=O)c1sc2nc(-c3ccccc3)cn2c1C	-3%	13%	49%
43	-3%	-2%	174%[activator]	-1%[59 µM]	-1%	2%	Cc1cc(Sc2ccc(Cl)cc2)nc2ccccc12	63%[activator]	213%[activator]	13%
44	-6%	1%	?	-8%[59 µM]	7%	-4%	COc1ccc(-n2c(C)nc(=O)c(-c3ccccc3)c2C)cc1	3%	-1%	?
45	-11%	-10%	-22%	18%	2%	2%	COc1ccc(CCN(C)C(=S)Nc2ccc(SC(F)F)cc2)cc1OC	-27%	4%	49%[activator]
46	1%	-5%	-8%	28µM*	8%	2%	COCCN(CC(=O)NCC1CCCO1)C(=O)CCC(=O)Nc1cc(C)ccn1 (configuration not stated)	22%	47%	?
47	-1%	i	-5%	2%[59 µM]	-10%	-2%	CC(=O)N1CCN(c2ccccc2NC(=O)Cc2ccc(Cl)cc2)CC1	-19%	48%[activator]	106%[activator]
48	-2%	-4%	?	?	12%	-3%	N#CC1=C(N)S[C@H](C(=O)C23CC4CC(CC(C4)C2)C3)[C@H]1c1ccncc1	-30%	31%	-3%
49	-13%	4%	-28%	nt	0%	9%	Cc1cccc(NC(=S)N/N=C(\c2ccccc2)C(C)C)c1	-36%	-7%	18%
50	-2%	-6%	-16%	nt	0%	-7%	COc1cc(OC)cc(C(=O)N2CCN(C(=O)Cc3ccccc3)CC2)c1	6%	9%	140%[activator]
51	-7%	3%	-23%	20µM*	6%	4%	COC(=O)CSCc1nc2ccccc2[nH]c1=O	-20%	21%	?
52	-11%	i	-2%	3%	-6%	-7%	Cn1ncnc1SCc1cn2cccnc2n1	-1%	33%	19%
53	nt	0%	-12%	nt	2%	-4%	C[C@H](CO)N1C[C@H](C)[C@@H](CN(C)C(=O)Nc2ccccc2)Oc2c(NC(=O)C3CCCCC3)cccc2C1=O	nt	31%	38%[activator]
54	-10%	i	32µM*	35µM*	-9%	4%	CCOC(=O)C1=C(C)N(c2ccc(C)c(C)c2)C(=O)/C1=C\c1ccco1	32µM*	-51%	12%
55	0%	-2%	-24%	-10%	6%	2%	COc1ccc2c(c1)c(C(=O)O)c(C)n2-c1ccc(Cl)cc1	-21%	16%	-19%

Not all compounds are listed, so the mix of outcomes need not match the whole.
